# BLM helicase inh: blocks DNA unwinding by human BLM helicase; P54132; AID 2528; Potency, µM (doses to about 56.1 µM), without a hit: top-dose activity change, negative = inhibition, usual class: inhibitors; recombinant BLM DNA unwinding, fluorescence dequenching; 350,000 tested, 0.2% active;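 note: plate controls were vehicle for no effect and no enzyme for full effect; nearly all actives have a fitted effect of over 35% in size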
# POLH inh: DNA polymerase eta (human) inhibition | Potency, µM (highest dose often 114 µM), for inactives: at the top dose activity change, negative = inhibition, actives largely listed as inhibitors | 390,000 tested, 1.2% active | Q9Y253 | recombinant Pol eta, fluorescent DNA replication assay; note: % is set by controls: 0 for no effect and ±100 for the full control effect
# Target sequence (Q9Y253 whole entry, looked up): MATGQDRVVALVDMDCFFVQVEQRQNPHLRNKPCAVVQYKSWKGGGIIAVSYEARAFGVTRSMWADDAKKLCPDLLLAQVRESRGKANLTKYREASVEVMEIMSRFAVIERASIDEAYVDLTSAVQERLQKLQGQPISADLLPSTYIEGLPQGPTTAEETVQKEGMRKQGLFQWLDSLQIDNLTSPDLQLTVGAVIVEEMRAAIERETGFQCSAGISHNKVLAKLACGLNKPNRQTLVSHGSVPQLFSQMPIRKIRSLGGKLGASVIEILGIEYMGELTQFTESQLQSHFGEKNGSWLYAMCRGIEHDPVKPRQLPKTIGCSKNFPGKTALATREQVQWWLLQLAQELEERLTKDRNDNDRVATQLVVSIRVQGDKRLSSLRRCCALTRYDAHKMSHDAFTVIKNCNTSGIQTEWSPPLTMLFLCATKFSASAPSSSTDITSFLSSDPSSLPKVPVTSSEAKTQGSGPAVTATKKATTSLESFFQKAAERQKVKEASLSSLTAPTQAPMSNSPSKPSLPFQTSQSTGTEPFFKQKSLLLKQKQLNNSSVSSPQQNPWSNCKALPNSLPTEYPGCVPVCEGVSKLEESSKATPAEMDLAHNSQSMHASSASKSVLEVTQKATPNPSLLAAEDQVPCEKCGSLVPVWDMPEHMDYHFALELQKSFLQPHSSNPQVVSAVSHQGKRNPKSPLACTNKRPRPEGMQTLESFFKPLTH
#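 Pol eta at 10 nM preincubated with compounds 15 min at room temperature; reaction started with fluorescent substrate (50 nM final) and read kinetically at 0 and 10 min.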
# POLI inh: inhibitors of human DNA polymerase iota. Q9UNA4. Pol iota fluorescent replication assay, 10 min. Potency, µM (top dose mostly 115 µM), for inactives: at the highest dose activity, negative = inhibition, usual class: inhibitors. 390,000 tested, 1% active. AID 588590
#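 Fluorescent replication assay read twice, at 0 min and 10 min after adding 50 nM (final) substrate. Enzyme (10 nM) and compounds were first incubated 15 min at room temperature; enzyme-free buffer wells were negative controls.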
# Anesthetic bind: binds horse apoferritin like a general anesthetic; P02791; apoferritin/1-aminoanthracene competitive binding, fluorescence; Potency, µM (highest dose often 77.5 µM), for the others: at the top dose activity change, negative = displacement, usual class: inhibitors; AID 485281; 350,000 tested, 0.074% active; note: % is set by controls: 0 for no effect and ±100 for the full control effect; nearly all actives have a fitted effect of over 20% in size
#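 Horse-spleen apoferritin (10 uM) in 50% saturated 1-aminoanthracene in PBS was incubated 10 min at room temperature with compound. Fluorescence (ex 380, em 535 nm) was normalized to free and bound 1-AMA, with concentration-response fitted by a four-parameter Hill equation.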
# APEX1 inh: inhibitors of human APE1 endonuclease; P27695; recombinant APE1, TAMRA/BHQ-2 abasic DNA cleavage fluorescence; Potency, µM (highest dose often 65.8 µM), for inactives: top-dose activity change, negative = inhibition, most hits filed as inhibitors; 350,000 tested, 0.35% active; AID 2517;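 note: plate controls were vehicle for no effect and reference inhibitor for full effect; nearly all actives have a fitted effect of over 55% in size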
# Target sequence (P27695 whole entry, looked up): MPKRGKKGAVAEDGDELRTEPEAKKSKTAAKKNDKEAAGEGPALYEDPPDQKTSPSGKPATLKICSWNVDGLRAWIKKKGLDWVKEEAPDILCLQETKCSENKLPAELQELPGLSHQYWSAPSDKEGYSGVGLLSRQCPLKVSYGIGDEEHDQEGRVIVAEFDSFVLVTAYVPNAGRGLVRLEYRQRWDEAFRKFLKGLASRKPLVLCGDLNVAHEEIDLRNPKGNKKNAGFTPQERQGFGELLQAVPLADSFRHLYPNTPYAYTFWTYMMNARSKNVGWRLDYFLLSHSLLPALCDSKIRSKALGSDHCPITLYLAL
#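 APE1 at 0.75 nM preincubated 15 min at room temperature with compound. Reaction then started with 50 nM double-stranded THF-abasic substrate labelled with TAMRA/BHQ-2, and 525/598 nm fluorescence read kinetically. Activity taken as third-minus-first read difference, normalized to DMSO and NSC13755 controls.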
# POLK inh: inhibitors of human DNA polymerase kappa | Q9UBT6 | AID 588579 | Potency, µM (top dose mostly 107 µM), inactives show at the highest dose activity, negative = inhibition, actives largely listed as inhibitors | purified Pol kappa, fluorescent DNA synthesis assay, 10 min | 400,000 tested, 0.53% active; note: % is set by controls: 0 for no effect and ±100 for the full control effect
#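 Activity was followed as the change in fluorescence between reads at 0 and 10 min after starting the reaction with 50 nM substrate. Beforehand, 10 nM polymerase had been preincubated with compound for 15 min at room temperature.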
# G9a inh: G9a (human) methyltransferase inhibition. 350,000 tested, 8.8% active. G9a H3K9 monomethylation, AlphaScreen, 2 h. Potency, µM (series often up to 102 µM), inactives show top-dose activity, negative = inhibition, hits mostly inhibitors; note: % is set by controls: 0 for no effect and ±100 for the full control effect; nearly all actives have a fitted effect of over 75% in size
#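 Compounds were preincubated with 20 nM G9a for 15 min, after which biotinylated H3K9 peptide (500 nM) and SAM (20 uM) started a 2 h room-temperature reaction. Monomethylated product was quantified by antibody-based AlphaScreen chemiluminescence.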
# Pol beta inh: DNA polymerase beta (human) inhibition. P06746. Pol beta primer extension/strand displacement, fluorescence kinetic. Potency, µM (highest dose often 114 µM), for inactives: at the highest dose activity change, negative = inhibition, usual class: inhibitors. 340,000 tested, 1.3% active. AID 485314; note: % is set by controls: 0 for no effect and ±100 for the full control effect
#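 Reaction started by 50 nM substrate onto compound-treated Pol beta (10 nM, 15 min preincubation, room temperature); plates read at 0 min and 10 min. Normalized concentration-effect data fitted by four-parameter Hill equation.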
# BAZ2B inh: inhibitors of human BAZ2B bromodomain; Q9UIF8; AlphaScreen BAZ2B-H3K14Ac peptide displacement; Potency, µM (titrated, usually from 114 µM), without a hit: top-dose activity change, negative = inhibition, usual class: inhibitors; AID 504333; 360,000 tested, 4.4% active; note: % is set by controls: 0 for no effect and ±100 for the full control effect; nearly all actives have a fitted effect of over 60% in size
#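 In this displacement format the biotinylated H3(5-23) peptide acetylated at Lys14 serves as ligand at 50 nM, with BAZ2B at 50 nM in PBS pH 7.4 containing 0.01% Tween-20. Donor and acceptor beads are 10 ug/mL final.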
# Starred values were filed as active, the others as inactive; ? = inconclusive; / = not tested or not shown; & = joins results of further samples; [ ] = remark or other dose. Calls come from the whole dose curve; as a rule, active = well fitted curve in the direction sought with a large enough effect; inconclusive = small, poorly fitted or top-dose-only effect, or another doubt; inactive = no such curve, though single readings can be large; an effect the other way counts as inactive or inconclusive. Potency is the fitted concentration of half-maximal effect. This is a subset (hit frequency here may not be typical).
SMILES,BLM helicase inh,POLH inh,POLI inh,Anesthetic bind,APEX1 inh,POLK inh,G9a inh,Pol beta inh,BAZ2B inh
O=C(c1ccc(S(=O)(=O)c2ccccc2)cc1)N1CCCCCC1,2%,-18%,12%,7%,6%,-17%,?,-9%,6%
O=C(Nc1cccnc1)c1ccc(Cl)c(S(=O)(=O)N2CCOCC2)c1,1%,-11%,19%,-7%,-4%[12.4 µM],-11%,8%[59 µM],59%,9%
COc1cc(C=Nc2c(C)cc(C)cc2C)ccc1OC(C)=O,3%,-15%,20%,-10%,-2%,-3%,-26%[59 µM],-2%,5%
O=C(O)/C=C/c1cccc(NC(=O)Nc2ccc([N+](=O)[O-])cc2)c1,-5%,-8%,-14%,-8%,16%,-24%,?,-5%,-13%
COc1ccccc1N=CC1=C(O)CC(c2ccccc2)CC1=O (stereo unspecified),-2%,-12%,?,?,3%,-10%,28%[59 µM],17%,25%
CN(Cc1cccc(F)c1)C(=O)C(c1ccccc1)c1ccccc1,-5%,-18%,-19%,-1%,-4%,-3%,35%,30%,12%
CC1=CC(C)(C)N(C(=O)CSc2nnc(N)s2)c2cc(C)c(C)cc21,-2%,-18%,-3%,-14%,4%,-5%,74%[activator][59 µM],16%,-28%
COCCNCCCCOc1ccccc1-c1ccccc1,-9%,-18%,21%,-13%,-1%,-2%,7.1µM*,8%,56µM*
COc1cc2ccccc2cc1C(=O)N1CCCCC1,/,-11%,39%[activator],/,3%,-8%,8%,/,10%
O=C1CC(c2ccc(O)c(O)c2)Oc2cc(O)cc(O)c21 (stereo unspecified),4%&-8%,22µM*,50µM*,-21%&-22%,13µM*,16µM*,-44%[2.33 µM],?,-11%
COc1ccc(CNC(=O)CSCc2ccccc2Cl)cc1,-10%,-23%,18%,?,0%,-17%,6%[59 µM],8%,-16%
CC(=O)c1sc(Nc2ccccn2)nc1C,1%,-19%,-10%,-12%,-6%,-6%,-6%[59 µM],12%,50µM*
O=S(=O)(c1ccc2nc(Cc3ccccc3)[nH]c2c1)N1CCOCC1,-1%,-8%,-13%,-14%,11%,-6%,-41%[2.33 µM],28%,?
Cc1ccccc1CNC(=O)Cc1csc2ccccc12,-2%,/,6%,-13%,/,-6%,-9%[59 µM],35%,-9%
COc1ccc(-c2cc(-c3ccccc3)nc(SC(C)C(=O)O)c2C#N)cc1 (stereo unspecified),-5%,-24%,40µM*,-5%,14%,-2%,?,0%,?
Cc1cc(Cl)ccc1NNC(=O)c1snnc1C,-5%,-19%,139%[activator],-7%,2%,2%,/,8%,-9%
Cc1occc(=O)c1OCc1ccc(Cl)cc1Cl,-2%,-8%,-26%,-23%,16%,1%,11%,98%,6%
CC(=O)Nc1cccc(CP(=O)(c2ccccc2)c2ccccc2)c1,-3%,-9%,53%[activator],5%,-4%,-6%,-4%,-10%,-1%
CCCCN(C1CCS(=O)(=O)C1)S(=O)(=O)c1cccs1 (stereo unspecified),/,-15%,30%[activator],/,-9%,7%,-2%[59 µM],/,-4%
Cc1ccc(OCCNC(=O)c2cccc(C)c2)cc1,-3%,-21%,30%[activator],-15%,20%,4%,18%,46%,-9%
NS(=O)(=O)c1cccc(NC(=O)Nc2ccc(Cl)cc2)c1,-3%,-13%,6%,-2%,-2%,8%,/,-10%,-2%
Cc1ccccc1-c1nc2c(c(SCc3cccc(Cl)c3)n1)Cc1c(CO)cnc(C)c1O2,-6%,-11%,3%,-4%,/,-1%,-8%[59 µM],36%,-9%
COc1ccc(-n2c(N)c(C(=O)NCC3CCCO3)sc2=S)cc1 (stereo unspecified),-3%,-2%,11%,-5%,10%,-6%,-4%[59 µM],20%,-10%
Cc1ccc(CN2CCN(Cc3ccc4c(c3)OCCO4)CC2CCO)cc1 (stereo unspecified),-2%,-8%,54%[activator],-5%,13%,10%,18%,-10%,3%
COc1ccc(S(=O)(=O)N2CC(C)N(C(=O)N(C)C)C2C(C)C)cc1 (stereo unspecified),-2%,-13%,36%[activator],-7%,17%,-20%,6%,17%,-2%

# Looked up one by one from above:
SMILES,BLM helicase inh,POLH inh,POLI inh,Anesthetic bind,APEX1 inh,POLK inh,G9a inh,Pol beta inh,BAZ2B inh
Cc1ccc(CN2CCN(Cc3ccc4c(c3)OCCO4)CC2CCO)cc1 (stereo unspecified),-2%,-8%,54%[activator],-5%,13%,10%,18%,-10%,3%
O=C(Nc1cccnc1)c1ccc(Cl)c(S(=O)(=O)N2CCOCC2)c1,1%,-11%,19%,-7%,-4%[12.4 µM],-11%,8%[59 µM],59%,9%
COc1ccc(-c2cc(-c3ccccc3)nc(SC(C)C(=O)O)c2C#N)cc1 (stereo unspecified),-5%,-24%,40µM*,-5%,14%,-2%,?,0%,?

# Continuation:
SMILES,BLM helicase inh,POLH inh,POLI inh,Anesthetic bind,APEX1 inh,POLK inh,G9a inh,Pol beta inh,BAZ2B inh
CCCNC(=S)N1CCN(c2nc(C)nc3sc4c(c23)CCCC4)CC1,-14%,-7%,16%,-10%,3%,-2%,-12%,7%,-25%
Cc1ccc(S(=O)(=O)N2CCOCC2)cc1NC(=O)COC(=O)Cc1ccsc1,3%,1%,1%,-6%,0%,-4%,13%,15%[57.1 µM],-2%
CC1(C)CC(=O)c2cc(C(=O)NC3CCSC3=O)c(=O)n(-c3ccccc3)c2C1 (stereo unspecified),1%,-1%,-1%,-10%,6%,-9%,?,1%,11%
O=C(NC(=S)Nc1ccc(CN2CCOCC2)cc1)c1cc2ccccc2o1,0%,2%,-27%,-3%,4%,-5%,?,-16%,?
COc1cc(OC)c(NC(=O)c2ccc3nc(C(C)C)oc3c2)cc1Cl,0%,-10%,-11%,-9%,/,-2%[60.1 µM],2%[59 µM],1%,-5%
c1ccc2sc(Nc3nc4cc5c(cc4s3)OCO5)nc2c1,-5%,-11%,6%,203%[activator],16%,1%,20%[59 µM],-29%,29%
O=C(NC(=S)N1CCc2ccccc21)c1ccccc1Cl,-2%,4%,110%[activator],0%,32%,-9%,1%,46%,-24%
CC(C)(C)c1ccc(OCC(=O)Nc2ccc(-c3nc4cccnc4o3)cc2)cc1,-4%,-2%,7%,-7%,-1%,-11%,-3%[59 µM],6%,0%
C/C(Cl)=C\Cn1c(NCCc2ccccc2)nc2c1c(=O)n(C)c(=O)n2C,-3%,-11%,-24%,-6%,11%,-4%,?,2%,?
COc1ccccc1-n1nnnc1SCC(=O)N(C)C1CCS(=O)(=O)C1 (stereo unspecified),/,-8%,30%,/,2%,8%,6%[12.7 µM],/,34%[activator]
N#CC1(NC(=O)COC(=O)/C=C/c2ccc3ccccc3n2)CCCCC1,-11%,?,45µM*,?,1%,?,/,13µM*,?
Cc1ccc(-c2noc(-c3nnn(-c4cccc(C(F)(F)F)c4)c3N)n2)cc1,-1%,11%,-13%,-12%,/,8%,-7%[59 µM],34%,-33%
COc1ccccc1Nc1ncc2c(n1)CCN(Cc1ccc(C)s1)C2,-3%,/,-9%,41%[activator],/,-5%[60.1 µM],-5%[12.7 µM],-1%,-14%
COc1ccc(-c2cc3c(=O)n(CC(=O)NCc4cccnc4)nc(C)n3n2)cc1,-5%,3%,?,-6%,-4%,-18%,38%[59 µM],8%,?
Cc1ccc2oc(C(=O)N(Cc3ccccc3F)C3CCS(=O)(=O)C3)c(C)c2c1 (stereo unspecified),-6%,-11%,-12%,3%,/,-25%,-22%[59 µM],3%,-12%
COc1ccc(C2C(C(=O)O)c3ccccc3C(=O)N2C)cc1Br (stereo unspecified),3%,-4%,9%,-1%,-4%,-2%,4µM*,?,-29%
C=CCn1cccc(C(=O)Nc2ccc(C)c(Cl)c2)c1=O,-2%,-11%,156%[activator],-4%,10%,-3%,15%,3%,2%
CCOc1ccc(C2c3c(oc4cc(C)c(C)cc4c3=O)C(=O)N2CCCN(C)C)cc1OC (stereo unspecified),3%,-22%,12%,-20%,1%,14%,50µM*,40%,-5%
CCc1ccccc1NC(=O)N1CC(C)Sc2ccccc21 (stereo unspecified),-4%,2%,-10%,-2%,/,-5%,5%[59 µM],3%,24%
CCOc1ccc(NC(=O)CN(C)C(=O)c2cc([N+](=O)[O-])ccc2N2CCOCC2)cc1OCC,/,-14%,25%,/,34%,-3%,-32%[59 µM],/,1%
COc1ccc(NC(=O)c2ccc3c(c2)CCN3S(=O)(=O)c2ccccc2)cc1,-5%&-9%,-26%&-13%,15%&7%,-7%&44%,11%,-7%&-15%,-6%,?,-15%[57.1 µM]
Cc1ccc(NC(=S)Nc2cccnc2)c(S(=O)(=O)N2CCCCC2)c1,-4%,-29%,18%,-8%,0%,3%,?,-3%,?
O=C(CSc1ncccn1)N/N=C/c1cccs1,-8%,5%,-7%,-8%,-3%,1%,2%[59 µM],-2%,0%
O=C(NCCCN1CCOCC1)C(=O)N/N=C/c1cccc2ccccc12,-2%,-20%,97%[activator],-13%,2%,0%,-1%,28%,-13%
CCC1(c2ccccc2)NC(=O)N(CC(=O)Nc2cc(Cl)ccc2N2CCN(C)CC2)C1=O (stereo unspecified),/,-15%,18%,/,3%,13%,-3%[12.7 µM],/,1%
COc1nc(Nc2cccc(F)c2)nc(OC)n1,-12%,-10%,-5%,-11%,29%,-17%,1%,29%,0%
Cc1cc(C)n(-c2ccc(C(=O)NCc3cccs3)cc2)n1,-3%,-8%,-6%,?,13%,-9%,7%[59 µM],-4%,/
CCCCOc1ccc(OCCSc2nc3ccccc3n2CC(=O)O)cc1,-1%,-19%,22%,-14%,-5%,-19%,/,52%,6%
CC1(C)CC(=O)C(N=Nc2cc(C(F)(F)F)ccc2Cl)=C(O)C1,-2%,-16%,15%,-5%,1%,6%,?,-1%,?

# Arranged by value in POLI inh (high to low): 3 of the compounds above.
molecule | BLM helicase inh | POLH inh | POLI inh | POLK inh | G9a inh | BAZ2B inh
CCc1ccccc1NC(=O)N1CC(C)Sc2ccccc21 (stereo unspecified) | -4% | 2% | -10% | -5% | 5%[59 µM] | 24%
Cc1ccc(-c2noc(-c3nnn(-c4cccc(C(F)(F)F)c4)c3N)n2)cc1 | -1% | 11% | -13% | 8% | -7%[59 µM] | -33%
O=C(NC(=S)Nc1ccc(CN2CCOCC2)cc1)c1cc2ccccc2o1 | 0% | 2% | -27% | -5% | ? | ?

# Assay outcomes deposited in PubChem BioAssay by National Center for Advancing Translational Sciences (NCATS).
